tuberculosis growth: growth inhibition of non-replicating M. tuberculosis (AID 488890) | hit rate 0.39% among 320,000 | one-dose inhibition, % at 25 µM; IC50 in µM for titrated hits | Mycobacterium tuberculosis non-replicating, growth inhibition; higher % means a stronger effect; in the data active = a potency from the dose series; inconclusive = inhibition mostly from about 82% at the one dose, without a potency; inactive = the rest, 99 in 100 with inhibition below about 76%;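 note: plate controls were DMSO cells for no effect and high antibiotic wells for full effect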
M. tuberculosis HTS: M. tuberculosis growth inhibition, HTS (AID 449762). M. tuberculosis H37Rv growth inhibition, 7H9 media; higher % means a stronger effect. inhibition, % at 25 µM, or IC50 in µM where a hit was titrated. hit rate 0.59% among 330,000; in the data active = a potency from the dose series; inconclusive = inhibition above about 70% without an active follow-up result;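 note: bacterial growth assessed after seven days of incubation; strong numbers were not always called active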
influenza NS1A: NS1A inhibition, H1N1 influenza, cell based functional assay (AID 504329) | NS1A functional cell-based assay, percent inhibition; higher % means a stronger effect | one-dose inhibition, % at 12.5 µM; IC50 in µM for titrated hits | hit rate 0.3% among 340,000; in the data active = a potency from the dose series; inconclusive = inhibition above about 27% without an active follow-up result; note: strong numbers were not always called active
inhibitors of VEEV: inhibitors of VEEV TC-83 cytopathic effect, confirmation, Vero cells (AID 588727) | Vero cells, VEEV TC-83 cytopathic effect inhibition; higher % means a stronger effect | hit rate 0.13% among 350,000 | inhibition, % at 20 µM; hits with a dose series show IC50 in µM; in the data active = a potency from the dose series; inconclusive = inhibition mostly from about 14% at the one dose, without a potency; inactive = the rest, 99 in 100 with inhibition below about 12%; note: strong numbers were not always called active
Salmonella PhoP GFP: Inhibition of PhoP regulon, Salmonella typhi GFP reporter cells, confirmation, 4 h (AID 1850) | inhibition, % at 50 µM, or IC50 in µM where a hit was titrated | hit rate 0.33% among 310,000 | Salmonella Typhi PhoP-promoter GFP reporter, fluorescence, 4 h; higher % means a stronger effect; in the data active = a potency from the dose series; inconclusive = inhibition mostly from about 25% at the one dose, without a potency; inactive = the rest, 99 in 100 with inhibition below about 19%;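 note: 0% = induced wells with vehicle and 100% = uninduced wells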
inhibitors of VEEV 10K pilot screen: second read-out of inhibitors of VEEV, no call of its own (marks repeat the call); inhibition, %; measured here: 10K pilot screen inhibition
Active calls of the source: *; i = inactive; u = inconclusive; x = not tested or not shown. The order is random; 1.6% or so of the library scored in one or more.

Preview, three compounds:
SMILES	tuberculosis growth	M. tuberculosis HTS	influenza NS1A	inhibitors of VEEV	Salmonella PhoP GFP	others
COc1cc(C=NCC2OCCc3ccccc32)cc(OC)c1 (stereo not drawn)	0%	-2%	-3%	0.1%	-3%
Cc1ccc(NC(=O)[C@@H]2CCCN2S(=O)(=O)c2ccccc2F)cc1	1%	3%	-6%	i	16%
CCc1cnccc1CCC(=O)Nc1ccccc1C	0%	-18%	7%	4.8%	4%

Results, from the start:
SMILES	tuberculosis growth	M. tuberculosis HTS	influenza NS1A	inhibitors of VEEV	Salmonella PhoP GFP	others
COc1cc(C=NCC2OCCc3ccccc32)cc(OC)c1 (stereo not drawn)	0%	-2%	-3%	0.1%	-3%
Cc1ccc(NC(=O)[C@@H]2CCCN2S(=O)(=O)c2ccccc2F)cc1	1%	3%	-6%	i	16%
CCc1cnccc1CCC(=O)Nc1ccccc1C	0%	-18%	7%	4.8%	4%
CCc1ccc(CC)c(S(=O)(=O)Nc2ccc(O)c(C(=O)O)c2)c1	56%	14%	6%	0.1%	-4%
CCOC(=O)CC(=O)CSc1nc2c(cc1C#N)CCCCC2	-13%	6%	3%	0.7%	-1%
COc1cc(NC(=O)C2CC(=O)N(CCc3ccccc3)C2)cc(OC)c1 (stereo not drawn)	4%	0%	-8%	1.4%	-1%
CC(=O)c1ccc(NC(=O)C[n+]2cccc(C)c2)cc1	52%	-4%	-4%	1.2%	-3%
COc1ccc(Nc2ncnc3c2cnn3Cc2ccc(C)cc2)cc1	29%	-7%	12%	3.0%	5%
Cc1occc1C(=O)O/N=C(\N)c1ccc(Cl)cc1	7%	3%	9%	8.9%	9%
COc1ccc(S(=O)(=O)N(Cc2ccccc2)c2ccccc2C(=O)N2CCOCC2)cc1	-10%	-7%	-6%	1.8%	-2%
Cc1cc(C)cc(C(=O)N2CC(C)SC2=Nc2cccc(S(=O)(=O)N(C)C)c2)c1 (stereo not drawn)	11%	7%	1%	0.2%	-7%
CCCCn1c(CN2CCN(C(=O)c3ccco3)CC2)nc2c1c(=O)n(C)c(=O)n2C	-1%	-7%	4%	i	-6%	inhibitors of VEEV 10K pilot screen=0.0
O=S(=O)(Nc1ccc(N2CCCCC2)cc1)c1ccc(F)cc1	37%	-9%	x	i	-7%
Cc1c(CCC(=O)NCCC(=O)O)c(=O)oc2cc3occ(-c4ccccc4)c3cc12	-3%	5%	-28%	0.9%	4%
CC(C)C[C@H](NC(=O)c1nc[nH]c1C(=O)N[C@@H](CC(C)C)C(=O)OC(C)(C)C)C(=O)OCc1ccccc1	6%	3%	x	x	-1%
COC(=O)c1cccc(S(=O)(=O)N2CCC(n3nnc4cc(F)ccc43)CC2)c1	3%	-8%	-6%	2.5%	-6%
COc1cccc(NC(=O)c2cccnc2)c1	4%	-2%	9%	2.3%	2%
O=c1c2[nH]c3ccc(F)cc3c2ncn1CCCn1ccnc1	-10%	-2%	-6%	0.7%	0%	inhibitors of VEEV 10K pilot screen=0.5
NNC(=O)c1ccc(COCC(F)(F)C(F)F)cc1	-3%	2%	6%	0.2%	-23%
COc1ccc2[nH]c(=O)c(CN(Cc3cccnc3)Cc3nnnn3CC3CCCO3)cc2c1 (stereo not drawn)	2%	11%	14%	1.0%	10%
CCC(C)NC(=O)C1c2ccccc2C(=O)N1Cc1ccc(OC)cc1OC (stereo not drawn)	-7%	-7%	4%	0.3%	3%
CCCCc1cc(=O)oc2cc(OCC(=O)N3C[C@H]4C[C@@H](C3)c3cccc(=O)n3C4)ccc12	-4%	-7%	4%	0.1%	-2%
COc1nc(Nc2ccc(C(C)=O)cc2)nc(OC)n1	15%	-2%	-4%	1.5%	-2%
CN1C(=O)c2ccccc2N(C)C1c1ccccc1Cl (stereo not drawn)	-1%	-3%	-13%	i	-1%
COC(=O)c1ccc(Sc2nnnn2-c2ccccc2)c([N+](=O)[O-])c1	7.8µM*	u	27%	11%	5%
O=C1NC(=O)C(=Cc2cn(CCOc3ccc4c(c3)OCO4)c3ccccc23)C(=O)N1	-4%	2%	-1%	i	-17%
CCOC(=O)NC(=S)Nc1ccc(C(C)(C)C)cc1	53%	42%	-17%	3.9%	-2%
CCCC[C@@H]1C[C@H]1[C@@H](NC(=O)c1cccs1)c1ccc(C(F)(F)F)cc1	-5%	1%	x	x	5%
Oc1c(Cl)cc(Cl)cc1C1Nc2ccccc2-n2cccc21 (stereo not drawn)	-6%	-5%	-20%	0.8%	11%
CCC(=O)N1CCc2cc(S(=O)(=O)N3CCN(c4ccccn4)CC3)ccc21	7%	-1%	5%	i	-4%
O=C(COC(=O)c1cc(S(=O)(=O)N2CCOCC2)ccc1O)NCc1ccc2c(c1)OCO2	x	x	-3%	1.6%	x
COCCCC1CCN(C(=O)C2CCC(=O)N(C3CCCC3)C2)CC1 (stereo not drawn)	-7%	4%	13%	0.1%	-5%
CS(=O)(=O)c1nc(S(=O)(=O)c2ccc(Cl)cc2)c(NCCN2CCOCC2)s1	-3%	1%	0%	0.1%	7%
CCc1cccc(CC)c1NC(=O)CN1CC(C)SC1=NC1CCCCC1 (stereo not drawn)	20%	-3%	2%	i	-12%
COc1ccc(N2CCN(C(=O)CCN3C(=O)c4ccccc4S3(=O)=O)CC2)cc1	1%	-2%	-3%	0.2%	-1%
CN(CC(=O)Nc1ccccc1Cl)CC(=O)c1c(N)n(Cc2ccccc2)c(=O)n(C)c1=O	3%	-2%	0%	2.1%	x
COc1cc2oc3cc(C)oc(=O)c3c2cc1OC	-21%	8%	-6%	1.0%	0%
O=C(Nc1ccccc1)c1ccc(=O)[nH]n1	-8%	2%	-4%	i	-7%
COc1ccc(C(=C(CC(=O)O)C(=O)OC(C)(C)C)c2cc(OC)c(OC)c(OC)c2)cc1OC	x	x	-18%	2.5%	x
CSCCC(NC(=O)c1ccco1)C(=O)N1CC=C(c2ccccc2)CC1 (stereo not drawn)	-8%	-5%	-8%	6.5%	-4%
CC(C)C1Nc2ccc(C(=O)NCc3ccco3)cc2NC1=O (stereo not drawn)	6%	0%	-1%	3.2%	-5%
CCCCc1c(O)nc2n(c1=O)CCS2	9%	-2%	-1%	0.6%	8%
O=C(N1CCOCC1)N1CCN(S(=O)(=O)c2ccc(Cl)cc2)C1	0%	1%	6%	1.3%	-11%
CCOC(=O)C1CCCN(c2c(NCCN(C)Cc3ccccc3)c(=O)c2=O)C1 (stereo not drawn)	x	-1%	-20%	i	3%
O=C1OC(=O)c2c(Br)c(Br)c(Br)c(Br)c21	-21%	8%	-26%	0.2%	x
CCOC(=O)c1cc(-c2csc(COc3ccc(Cl)cc3)n2)on1	0.13µM*	u	-21%	0.8%	7%
CCCCCn1c(=O)c2ccccc2n2c(=S)[nH]nc12	x	-2%	-1%	0.9%	-8%
COCCCNC(=O)c1cc2c(=O)n3cccc(C)c3nc2n(C(C)C)c1=N	1%	3%	0%	i	1%
O=C(CN1CCCC1)Nc1ccc(F)c(Cl)c1	-3%	-4%	20%	0.2%	4%
Cc1cccc2cc(CN(CC3CCCO3)C(=O)c3ccncc3)c(=O)[nH]c12 (stereo not drawn)	-10%	-7%	0%	3.1%	-1%
COc1cc2c(c(O)c1OC)C(=O)C(OC)CCC2 (stereo not drawn)	-11%	-5%	-5%	i	1%
O=C(NC1CCCCCC1)C(=S)N1CCCC1	6%	2%	-3%	i	4%
Cc1c(C(=O)NCC2CCCO2)sc2nc(-c3ccccc3)cn12 (stereo not drawn)	11%	8%	-4%	8.5%	-4%
CNC(=O)c1cc(C(=O)c2c(Cl)cccc2Cl)c[nH]1	-1%	-4%	1%	1.1%	8%	inhibitors of VEEV 10K pilot screen=0.2
CC(C)=CC(=O)N1CCCC(N2CCN(c3ccc(F)cc3)CC2)C1 (stereo not drawn)	6%	0%	-1%	i	-6%
CCCCCOC(=O)C1[C@H]2C(=O)N(CCCOC)C[C@]23C=C[C@H]1O3 (stereo partly drawn)	12%	-7%	x	x	-3%
CCOC(=O)N1CCc2c(sc3c2C(=O)NC(c2ccccc2)N3)C1 (stereo not drawn)	23%	1%	2%	6.9%	-5%
Cc1ccc(Cn2c(C(C)Nc3nc(-c4ccc(C)cc4)cs3)nc3cc(Cl)c(Cl)cc32)cc1 (stereo not drawn)	-17%	0%	3%	0.2%	-36%
N#C/C(=C\c1ccc(Cl)cc1)c1n[nH]c(Cn2cncn2)n1	5%	3%	7%	0.8%	-9%
CC(OC(=O)C1CCN(c2ccc(C(F)(F)F)cn2)CC1)C(=O)c1ccccc1 (stereo not drawn)	4%	-7%	6%	1.7%	-4%
Carrying on.
SMILES	tuberculosis growth	M. tuberculosis HTS	influenza NS1A	inhibitors of VEEV	Salmonella PhoP GFP	others
Cc1cc(=O)[nH]c(SCC(=O)Nc2c(C)n(C)n(-c3ccccc3)c2=O)n1	-5%	7%	-6%	0.3%	x
O=C(CNC(=O)c1ccco1)N=Nc1c(O)[nH]c2ccc(Br)cc12	-10%	1%	-1%	i	-18%
O=C(Nc1scc(-c2ccccc2)c1C(=O)O)c1ccccc1F	73%	11%	4%	0.5%	1%
Cc1ccc(N(CC(=O)NCc2ccccc2)C(=O)c2csnn2)cc1	-13%	11%	-6%	i	5%
Cc1cc(/C=N/n2cnnc2)c(C)n1-c1ccc2ncccc2c1	4%	2%	0%	0.1%	15%
Clc1ccc(C2=Nn3c(nnc3-c3cccs3)SC2)cc1	-4%	5%	12%	3.7%	5%
Cc1cc(C)nc(Nc2ccc(N3CCCC3)cc2)n1	56%	5%	24%	i	-4%
Cc1ccc(S(=O)(=O)NCC(=O)N(CC(=O)NCc2ccc(F)cc2)CC2CCCO2)cc1 (stereo not drawn)	-2%	3%	5%	0.1%	7%
COc1ccccc1C1OC2=C(Nc3ccc([N+](=O)[O-])cc3N2)C1=O (stereo not drawn)	-4%	10%	2%	0.2%	-6%
CSCCC(NC(=O)c1ccco1)C(=O)Nc1ccc(C)c(S(=O)(=O)N2CCOCC2)c1 (stereo not drawn)	0%	1%	-5%	i	6%
Cc1cccc(OCCN2C(=O)C(=O)c3cc(C)ccc32)c1	77%	1%	19%	4.8%	9%
COc1ccc(CN(CC2CCCO2)C(=O)c2cc3sccc3n2C)c(OC)c1 (stereo not drawn)	19%	10%	7%	4.2%	4%
CC(Sc1cccc[n+]1[O-])C(=O)Nc1cccc([N+](=O)[O-])c1 (stereo not drawn)	11%	-6%	5%	1.1%	6%
N#Cc1cccc(NC(=O)CSc2n[nH]c(=O)[nH]c2=O)c1	12%	-10%	-2%	72%	2%
CC1S/C(=N/N=C/c2cccs2)NC1=O (stereo not drawn)	41%	-3%	-5%	12%	9%
O=C(Cn1cnc2c(NCc3ccccc3)ncnc21)NCc1ccccc1	x	x	-3%	i	x
COc1cccc(C(=O)COc2cccc(NC(=O)c3cccc([N+](=O)[O-])c3)c2)c1	-7%	-6%	-18%	9.4%	-12%
CCCC(=O)Nc1sc2c(c1C#N)CC(C)(C)NC2(C)C	-16%	-3%	7%	0.5%	-18%
CCN(CC)S(=O)(=O)c1cccc(C(=O)N/N=C/c2c(C)nn(-c3ccccc3)c2Cl)c1	-4%	8%	0%	0.8%	-5%
COc1cc(NC(=O)CCCC(=O)OCC(F)(F)C(F)F)nc(OC)n1	43%	49%	0%	0.5%	1%

Copied from the listing, 3 compounds:
SMILES	tuberculosis growth	M. tuberculosis HTS	influenza NS1A	inhibitors of VEEV	Salmonella PhoP GFP	others
CC1S/C(=N/N=C/c2cccs2)NC1=O (stereo not drawn)	41%	-3%	-5%	12%	9%
O=C(Cn1cnc2c(NCc3ccccc3)ncnc21)NCc1ccccc1	x	x	-3%	i	x
COc1cccc(C(=O)COc2cccc(NC(=O)c3cccc([N+](=O)[O-])c3)c2)c1	-7%	-6%	-18%	9.4%	-12%

Later entries.
SMILES	tuberculosis growth	M. tuberculosis HTS	influenza NS1A	inhibitors of VEEV	Salmonella PhoP GFP	others
COc1cc(C(=O)OCc2cccc(OC)c2OC)ccc1OCC(=O)N1CCOCC1	2%	3%	-3%	1.6%	x
COc1ccc(CNCC(O)COc2cccc3c2OC(C)(C)C3)cc1 (stereo not drawn)	9%	-6%	5%	0.2%	1%
CCOc1ccc(/C=C(\C#N)C(=O)c2c(C)[nH]c3ccccc23)cc1OC	-3%	0%	3%	0.9%	2%
O=C(Cn1ncc(Cl)c(Cl)c1=O)NC(=O)NC1CCCCC1	u	u	-1%	12%	x
CN(C(=O)COC(=O)c1cccnc1Cl)C1CCCCC1	2%	6%	-11%	4.0%	x

Source: PubChem
